Bioassay records deposited in PubChem by several laboratories.
S1P4 antagonist = S1P4 receptor antagonists, primary screen, cell-based; hit rate 0.26% among 220,000; AID 1510, 2009; S1P4-expressing cells, antagonist mode, reporter read-out; inhibition, % at 4.98 µM; Sphingosine 1-phosphate receptor 4 (Homo sapiens), O95977; in the data active means inhibition above about 29%;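 further: 0% = wells stimulated with agonist and 100% = vehicle wells without agonist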
PERK inhibitor = block of dimerizer-induced PERK translation repression, primary screen, PERK inhibitor project, CHO PERK-DD cells, SEAP luminescence, HTS; Eukaryotic translation initiation factor 2-alpha kinase 3 (Homo sapiens), Q9NZJ5; CHO PERK-DD fusion, SEAP luminescence translation reporter; inhibition, % at 5.6 µM; hit rate 0.17% among 220,000; AID 1416, 2008;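 active means inhibition above the mean inhibition of all tested compounds plus 3 SD, set separately per screening campaign, cut at about 2.9% in these data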;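 further: PERK kinase domain activated by AP20187 dimerizer at 100 nM; 0% = DMSO with dimerizer and 100% = rapamycin at 8.4 µM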
eIF4E-4G inh = eIF4E–eIF4G protein interaction inhibitors, primary screen, biochemical, uHTS, TR-FRET, eIF4GI fragment. Eukaryotic translation initiation factor 4E (Mus musculus) + Eukaryotic translation …. TR-FRET eIF4E-eIF4GI(517-606) binding, 2 h. inhibition, % at 21.7 µM. hit rate 0.37% among 220,000. AID 782, 2007;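 active means inhibition above about 30%, limit read from the data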;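 further: 0% = full FRET control wells and 100% = background wells lacking eIF4GI fragment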
Target sequence (P63073 whole entry, looked up, the tested form may be a part): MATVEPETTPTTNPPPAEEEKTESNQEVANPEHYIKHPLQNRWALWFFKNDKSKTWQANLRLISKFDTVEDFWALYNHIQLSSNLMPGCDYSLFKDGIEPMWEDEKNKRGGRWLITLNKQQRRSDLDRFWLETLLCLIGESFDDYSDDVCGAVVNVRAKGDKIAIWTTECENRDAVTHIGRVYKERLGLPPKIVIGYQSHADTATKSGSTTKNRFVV
Target sequence (Q04637 whole entry, looked up, the tested form may be a part): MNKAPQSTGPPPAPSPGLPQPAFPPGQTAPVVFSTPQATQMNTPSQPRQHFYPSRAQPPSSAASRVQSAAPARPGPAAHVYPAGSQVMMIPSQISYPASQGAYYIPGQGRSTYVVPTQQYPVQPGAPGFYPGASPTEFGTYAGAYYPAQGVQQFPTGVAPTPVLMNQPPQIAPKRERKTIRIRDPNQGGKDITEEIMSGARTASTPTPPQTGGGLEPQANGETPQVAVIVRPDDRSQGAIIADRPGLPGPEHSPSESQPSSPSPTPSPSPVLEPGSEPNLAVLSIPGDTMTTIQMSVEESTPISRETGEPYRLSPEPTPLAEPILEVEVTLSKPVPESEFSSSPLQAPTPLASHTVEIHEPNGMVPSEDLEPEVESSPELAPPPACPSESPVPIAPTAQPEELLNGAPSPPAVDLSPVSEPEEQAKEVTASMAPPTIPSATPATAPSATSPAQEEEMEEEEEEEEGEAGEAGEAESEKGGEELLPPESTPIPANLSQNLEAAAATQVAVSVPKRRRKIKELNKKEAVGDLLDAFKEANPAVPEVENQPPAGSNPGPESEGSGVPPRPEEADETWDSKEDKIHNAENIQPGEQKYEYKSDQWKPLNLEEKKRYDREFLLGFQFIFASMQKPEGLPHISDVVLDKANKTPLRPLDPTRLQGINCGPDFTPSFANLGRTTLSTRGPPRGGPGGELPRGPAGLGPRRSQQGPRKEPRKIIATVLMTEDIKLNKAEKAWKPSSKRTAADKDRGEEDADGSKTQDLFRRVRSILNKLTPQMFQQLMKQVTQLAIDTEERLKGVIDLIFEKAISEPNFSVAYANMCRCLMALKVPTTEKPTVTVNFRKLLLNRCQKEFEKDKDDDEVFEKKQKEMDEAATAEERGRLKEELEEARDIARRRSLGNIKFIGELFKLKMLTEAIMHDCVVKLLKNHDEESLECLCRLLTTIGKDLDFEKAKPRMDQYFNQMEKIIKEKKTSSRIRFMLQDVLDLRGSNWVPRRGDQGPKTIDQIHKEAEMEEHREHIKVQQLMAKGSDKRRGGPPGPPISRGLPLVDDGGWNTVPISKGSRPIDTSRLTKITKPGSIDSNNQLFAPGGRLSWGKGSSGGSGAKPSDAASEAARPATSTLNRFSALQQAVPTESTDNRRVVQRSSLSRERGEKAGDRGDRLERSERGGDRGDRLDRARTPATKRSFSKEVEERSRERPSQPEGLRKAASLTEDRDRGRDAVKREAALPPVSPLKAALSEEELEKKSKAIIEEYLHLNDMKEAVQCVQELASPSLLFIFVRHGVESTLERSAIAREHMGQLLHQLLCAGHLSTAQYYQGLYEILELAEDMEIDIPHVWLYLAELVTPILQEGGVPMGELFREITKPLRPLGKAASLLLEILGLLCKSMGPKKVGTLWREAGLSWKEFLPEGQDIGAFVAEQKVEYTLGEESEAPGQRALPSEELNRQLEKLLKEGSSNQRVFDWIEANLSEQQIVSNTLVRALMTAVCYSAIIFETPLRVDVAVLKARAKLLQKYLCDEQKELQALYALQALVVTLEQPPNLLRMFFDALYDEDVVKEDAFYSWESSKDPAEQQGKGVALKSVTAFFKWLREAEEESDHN
S1P4 agonist = S1P4 receptor agonists, primary screen, cell-based; activation, % at 4.98 µM; S1P4-expressing cell line, agonist reporter assay; Sphingosine 1-phosphate receptor 4 (Homo sapiens), O95977; hit rate 0.35% among 220,000; in the data active means activation above about 11%;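 further: 0% = DMSO vehicle and 100% = reference agonist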
Ba/F3 V617F tox = reduced viability of JAK2V617F-dependent Ba/F3 cells, primary screen, JAK2V617F inhibitor project, cell-based, Ba/F3 EpoR-JAK2V617F, luminescence; hit rate 1.1% among 220,000; inhibition, % at 5.6 µM; AID 1446, 2008; ATP luminescence;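 active means inhibition above the campaign mean plus 3 SD over all tested compounds, cut at about 24% in these data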;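 further: cytokine-independent growth of Ba/F3 cells driven by EpoR plus mutant JAK2; 0% = DMSO-treated cells and 100% = JAK inhibitor I control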
BaF3 parental = parental Ba/F3 cell viability inhibition, counter-screen for JAK2V617F inhibitor project, murine pro-B, CellTiter-Glo luminescence | inhibition, % at 5.6 µM | hit rate 1.1% among 220,000 | AID 1486, 2009 | CellTiter-Glo ATP luminescence;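 active means inhibition above a per-campaign cutoff, the mean inhibition of all tested compounds plus 3 SD, cut at about 27% in these data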;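 further: 0% = DMSO wells and 100% = JAK Inhibitor I control wells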
MDM2 E3 inh = MDM2-luciferase reporter signal enhancers, primary screen, MDM2 E3 ligase inhibitor project, cell-based, luminescence, 1536-well. E3 ubiquitin-protein ligase Mdm2 (Homo sapiens), Q00987. cell-based MDM2 ubiquitination luciferase reporter, 2 h; 0 = plate control, 100 = twice control, blank-subtracted. signal enhancement, % at 5 µM. hit rate 0.11% among 210,000;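 active means signal enhancement of 30% or more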;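 further: luminescence tracks abundance of the self-degrading MDM2-luciferase fusion protein; higher signal means inhibition of MDM2 E3 ligase activity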
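system = mammalian cells stably expressing self-ubiquitinating, self-degrading MDM2 E3–luciferase fusion | quantity = 2000 cells per well seeded | incubation = 4 h cell settling then 2 h compound exposure, 37 °C | signal = SteadyLite luminescence, 15 min reagent step | benchmarks = plate control and blank wells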
NPY-Y2 PAM-ag = NPY-Y2 potentiators or agonists, primary screen, cell-based | cells expressing NPY-Y2, potentiator/agonist read-out | activation, % at 3.6 µM | hit rate 0.45% among 220,000; in the data active means activation above about 27%;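 further: cells stimulated with NPY near EC25 plus isoproterenol at EC100; 0% = vehicle plus submaximal agonist and 100% = vehicle plus saturating agonist; some results beyond the cut were filed as inactive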
Wee1 degr inh = Wee1 degradation inhibitors, primary screen, cell-based, HeLa, Wee1K328M-luciferase, luminescence; HeLa Luc-Wee1K328M stability; 100% = proteasome inhibitor MG132 effect; reporter increase, % at 5 µM; hit rate 1.2% among 220,000; AID 1321, 2008;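 active means activation above the mean of all tested compounds plus 3 SD, set per screening run, cut at about 8.8% in these data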;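 further: cells exposed to compound for 20 h before luminescence read; 0% = DMSO alone and 100% = MG132 at 30 µM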
* marks the source's active call; other numbers are inactive results; / = not tested or not shown. Rows were taken by chance; about 4.1% have a hit in one of these screens.

SMILES | S1P4 antagonist | PERK inhibitor | eIF4E-4G inh | S1P4 agonist | Ba/F3 V617F tox | BaF3 parental | MDM2 E3 inh | NPY-Y2 PAM-ag | Wee1 degr inh
O=C(N/N=C/c1ccc([N+](=O)[O-])o1)c1cn(-c2ccccc2)nc1-c1ccc(Cl)cc1 | 1.6 | 1.1 | 25.3 | -0.2 | 4.2 | 8.4 | -2.4 | 7.5 | 1.4
O=C(N/N=C/c1cccc(C(F)(F)F)c1)c1ccc(O)cc1 | -24.0 | -0.5 | -1.7 | 3.5 | 3.1 | 2.5 | -12.4 | 1.0 | -0.7
N#CC1=C(N)N(c2ccc(Br)cc2)C2=C(C(=O)CCC2)C1c1cccnc1 (centres undefined) | -9.9 | 0.4 | -0.7 | 1.4 | 0.5 | 8.3 | -1.8 | 5.9 | 6.0
O=C(Cc1ccccc1)N/N=C/c1ccc[nH]1 | -5.6 | -0.4 | -7.6 | -0.2 | -2.3 | 1.8 | -4.5 | 10.9 | -2.2
CCc1cccc(CC)c1NC(=O)COC(=O)C1(c2ccc(Cl)cc2)CCCC1 | -4.6 | 1.1 | 3.6 | -0.9 | -5.8 | -0.1 | -16.8 | 5.7 | 3.0
CSCCC(N=C(NS(=O)(=O)c1ccc(C)cc1)c1ccccc1)C(=O)O (centres undefined) | -10.6 | 1.2 | -0.5 | -0.1 | -0.1 | -2.6 | -1.8 | -0.1 | 0.9
Cc1ccc2c(CN3C(=O)NC(C)(c4ccc5c(c4)OCO5)C3=O)cc(=O)oc2c1 (centres undefined) | -5.9 | -0.8 | 2.1 | -3.6 | -3.9 | 1.8 | -17.9 | -11.8 | 5.0
NC(=O)c1c(NC(=O)c2ccccc2)sc2c1CCc1ccccc1-2 | -13.9 | -0.6 | -9.8 | -2.5 | 1.8 | 6.7 | -8.3 | -13.1 | 0.4
COCc1nnc(NC(=O)c2ccc3c(c2)OCO3)s1 | 0.1 | 0.2 | 1.4 | 1.0 | -6.2 | 2.6 | -30.2 | 4.3 | -2.0
c1ccc2c(c1)nnn2Cc1nnc2sc(-c3ccc4c(c3)OCCO4)nn12 | -18.9 | -0.8 | 20.0 | 0.6 | 1.4 | 3.1 | -6.6 | 11.0 | 4.4
CCOC(=O)c1cn2c(C)cccc2n1 | -34.3 | 0.8 | -0.3 | 1.0 | 3.0 | -0.1 | -9.4 | -3.5 | -1.8
COC(=O)c1cc(OC)ccc1-c1ccc(OC)cc1 | -0.3 | 0.8 | 3.4 | 0.4 | 0.9 | 5.8 | -5.6 | -15.4 | 0.1
O=S(=O)(NC1=NCCC1)c1ccc(F)cc1F | -6.6 | 1.9 | -2.6 | -0.9 | -0.8 | -0.3 | 11.5 | -8.3 | 1.0
O=c1[nH]c(N2CCN(Cc3ccc4c(c3)OCO4)CC2)nc2c1CCCC2 | 3.8 | 0.9 | 0.2 | 2.2 | 0.2 | 2.9 | 5.7 | 7.2 | -0.4
Oc1ccc(N2CCN(C(c3cccnc3)c3nnnn3Cc3ccccc3)CC2)cc1 (centres undefined) | -16.5 | -0.4 | 0.1 | 0.4 | 21.1 | 1.1 | 3.1 | -2.7 | 0.2
Clc1ccc2nc(N3CCN(c4ccccc4)CC3)sc2c1 | -18.8 | 1.2 | 2.7 | 3.2 | 0.7 | 7.1 | -2.7 | -2.0 | 1.7
CCOC(=O)c1nnn(-c2nonc2N)c1CN(C)C1CCCCC1 | -6.5 | 1.4 | 2.8 | 1.3 | -0.2 | 4.2 | -19.4 | -20.3 | -1.1
Cc1ccc(N2C(=O)CC(Sc3ccccc3C(=O)O)C2=O)c([N+](=O)[O-])c1 (centres undefined) | -2.9 | 2.0 | 2.2 | -1.4 | 2.2 | 8.4 | -9.2 | -16.9 | -2.0
CCOP(=O)(OCC)C(Nc1ccc([N+](=O)[O-])cc1)c1ccc(Cl)cc1 (centres undefined) | -3.4 | -0.1 | -0.7 | -1.9 | -1.1 | -0.3 | -13.7 | 5.9 | 0.7
O=C(Nc1ccccc1F)Oc1cccc(OC(=O)Nc2ccccc2F)c1 | -0.1 | 0.1 | 4.1 | -1.2 | -3.3 | -0.6 | -15.4 | 25.7 | -1.6
CC(C)N(CCNC(=O)C1CCC(=O)N1Cc1ccc(F)cc1)Cc1ccccc1 (centres undefined) | -2.5 | -0.7 | / | 2.9 | 0.2 | 4.0 | -17.4 | -12.8 | 0.5
COc1cc(-c2n[nH]c(=S)n2-c2cc(C(F)(F)F)ccc2Cl)cc(OC)c1OC | -39.3 | -0.2 | 1.7 | 1.3 | 6.9 | 11.4 | / | 3.5 | -0.9
Cc1c(NC(=O)CSc2nnc(-c3cccc(Cl)c3)o2)c(=O)n(-c2ccccc2)n1C | 14.9 | -0.3 | -1.5 | 5.1 | 6.6 | 8.0 | -4.9 | -19.4 | -2.8
CC1=CC(=C(C#N)c2nc3ccccc3s2)C=C(C)N1CC1CCCO1 (centres undefined) | -23.4 | 0.5 | 0.9 | 1.8 | -0.9 | 2.1 | -2.5 | 6.4 | -0.2
COC(=O)c1ccccc1COn1c(=O)c[n+]([O-])c2ccccc21 | -8.3 | 0.1 | -3.5 | -2.3 | -1.6 | 4.0 | -11.0 | 10.6 | 3.0

The list goes on; it opens with the six that closed the last part.
SMILES | S1P4 antagonist | PERK inhibitor | eIF4E-4G inh | S1P4 agonist | Ba/F3 V617F tox | BaF3 parental | MDM2 E3 inh | NPY-Y2 PAM-ag | Wee1 degr inh
O=C(Nc1ccccc1F)Oc1cccc(OC(=O)Nc2ccccc2F)c1 | -0.1 | 0.1 | 4.1 | -1.2 | -3.3 | -0.6 | -15.4 | 25.7 | -1.6
CC(C)N(CCNC(=O)C1CCC(=O)N1Cc1ccc(F)cc1)Cc1ccccc1 (centres undefined) | -2.5 | -0.7 | / | 2.9 | 0.2 | 4.0 | -17.4 | -12.8 | 0.5
COc1cc(-c2n[nH]c(=S)n2-c2cc(C(F)(F)F)ccc2Cl)cc(OC)c1OC | -39.3 | -0.2 | 1.7 | 1.3 | 6.9 | 11.4 | / | 3.5 | -0.9
Cc1c(NC(=O)CSc2nnc(-c3cccc(Cl)c3)o2)c(=O)n(-c2ccccc2)n1C | 14.9 | -0.3 | -1.5 | 5.1 | 6.6 | 8.0 | -4.9 | -19.4 | -2.8
CC1=CC(=C(C#N)c2nc3ccccc3s2)C=C(C)N1CC1CCCO1 (centres undefined) | -23.4 | 0.5 | 0.9 | 1.8 | -0.9 | 2.1 | -2.5 | 6.4 | -0.2
COC(=O)c1ccccc1COn1c(=O)c[n+]([O-])c2ccccc21 | -8.3 | 0.1 | -3.5 | -2.3 | -1.6 | 4.0 | -11.0 | 10.6 | 3.0
Cc1nn(-c2ncc(C(F)(F)F)cc2Cl)c(=O)n1-c1ccccc1Cl | -3.2 | 0.2 | 8.0 | -2.2 | -3.7 | 0.5 | -14.7 | -1.2 | -1.2
Cc1ccc2c(n1)sc1c(N)ncnc12 | -12.3 | 0.1 | 3.9 | -0.3 | 2.7 | 3.6 | -7.3 | -13.8 | 0.7
Cc1oc(-c2ccccc2)nc1Cn1cccc1C1=NC(c2ccccc2)CO1 (centres undefined) | -11.7 | -0.5 | -2.7 | 2.0 | -0.9 | 2.6 | -21.9 | 0.0 | 2.0
COc1cc(CNCC(C)C)cc(Br)c1OCC(=O)Nc1ccccc1 | -27.3 | -1.4 | 3.2 | 1.1 | -4.3 | 1.1 | -1.7 | 4.7 | -0.8
COc1ccc(OCC(N)=O)cc1 | 9.0 | 1.5 | 0.1 | 0.6 | 1.0 | 1.3 | -6.7 | 5.1 | 4.3
Cc1nn(C)c(Cl)c1C(=O)NCC(=O)Nc1ccc(C(C)C)cc1 | -0.4 | 0.1 | 2.0 | -1.1 | 0.5 | 2.3 | -3.4 | -4.7 | 0.0
N/C(=N/O)C(c1ccccc1)c1ccccc1 | 8.7 | 0.5 | 7.1 | -1.0 | 1.9 | 6.8 | -5.0 | -0.6 | -1.3
COc1ccc2c(c1)-c1nc(NC(=O)c3cccs3)sc1CC2 | -7.0 | -1.4 | 4.4 | 0.9 | -3.3 | 2.8 | -11.8 | -10.7 | 3.2
CCOC(=O)c1c(NC(=S)N2CCOCC2)sc2c1CCN(C(=O)OCC)C2 | 13.0 | -0.3 | 4.0 | 0.2 | 2.2 | 4.1 | -9.3 | -26.7 | 1.5
COc1ccc(N2CCN(C(C)C(=O)N3CCCC3)CC2)cc1 (centres undefined) | -18.6 | -0.1 | 10.5 | -0.4 | 1.8 | 7.0 | -18.2 | -12.3 | 3.6
Cc1cccc2sc(NNC(=O)c3cc(-c4cccs4)nc4ccccc34)nc12 | -15.2 | -0.3 | -1.6 | 1.3 | -5.6 | 2.6 | / | -5.1 | -3.5
CCCCCn1nc(C)c(/C=N/NC(=O)c2ccoc2C)c1C | -6.9 | -0.9 | 5.4 | 0.1 | -0.5 | 8.0 | -8.5 | -2.1 | 6.7
c1ccc(-c2ccccc2OCCCN2CCOCC2)cc1 | -0.9 | -0.2 | 2.3 | 1.1 | -5.1 | -0.7 | -16.7 | 14.8 | -2.4
COC(=O)c1sc(N)c(C(=O)OC)c1COC(=O)CNS(=O)(=O)c1ccc(C)cc1 | -2.3 | 0.4 | 2.0 | -0.7 | -1.3 | 2.4 | -1.8 | 1.7 | -2.7
Cc1onc(-c2ccccc2)c1-c1n[nH]c(=S)n1-c1ccccc1Cl | -10.5 | 0.7 | -3.5 | -0.2 | -2.8 | -0.8 | -3.7 | 5.5 | -2.9
COc1ccc(/C=N/n2cncn2)cc1Cn1cc([N+](=O)[O-])cn1 | -2.3 | -0.1 | -2.3 | 1.1 | -3.2 | -1.2 | -10.7 | 11.8 | -1.2
COc1ccc(C2OC(=O)CC2C(=O)NC(C)C)cc1 (centres undefined) | -37.3 | -0.2 | 1.9 | -0.8 | 1.2 | 2.3 | -2.9 | -1.6 | -0.6
CC(=O)N1CC2(NC(=O)c3ccccc3N2)c2ccccc21 (centres undefined) | 5.9 | 1.0 | -0.6 | 0.6 | -2.2 | -4.7 | -11.5 | -0.3 | -0.7
Cc1cc(C)c(NC(=O)COC(=O)/C=C/c2cccc(C(F)(F)F)c2)c(C)c1 | 9.1 | 2.5 | 5.1 | -0.6 | -4.2 | 1.2 | -6.5 | 12.2 | -1.3
